# SMN2 splice enh: increases expression of the SMN2 splice variant | AID 1458 | actives 2.8% (n = 210,000) | Potency, µM (highest dose often 46.1 µM), for inactives: at the highest dose activity change, positive = activation, usual class: activators | HEK293 SMN2-luciferase splicing reporter, luminescence, 30-36 h; note: % of control where 0% means no effect; nearly all actives have a fitted effect of over 55% in size
#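 qHTS luciferase splicing reporter: luminescence rises when SMN2 exon 7 is included in transfected HEK293 cells. Compound exposure lasted 30-36 h at 37C, with 4.5 mM final sodium butyrate as control, followed by a ONE-Glo read.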
# Luc counter: blocks Kinase-Glo luciferase, a counter-screen artifact; actives 0.28% (n = 200,000); Q27757; Kinase-Glo luciferase, ATP luminescence, 8 min; Potency, µM (titrated, usually from 38.3 µM), inactives show at the highest dose activity change, negative = inhibition, most hits filed as inhibitors; note: % is set by controls: 0 for no effect and ±100 for the full control effect; nearly all actives have a fitted effect of over 60% in size
#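 Light output from Kinase-Glo luciferase with luciferin and 10 uM ATP in 50 mM imidazole pH 7.2, KCl, MgCl2, Tween 20, BSA; compound pin-delivered, 8-min ambient incubation, then luminescence read.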
# IMPase Li cell: cell-permeable IMPase inhibitors with lithium potentiation | actives 0.35% (n = 210,000) | CHO-M1 cells, IP1 TR-FRET (IP-One), carbachol + lithium | Potency, µM (doses to about 59.4 µM), for inactives: top-dose activity, negative = IMPase inhibition, usual class: inhibitors;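 note: IP1 builds up when IMPase is blocked and the TR-FRET signal falls; plate controls were basal vehicle for no effect and high inhibitor control for full effect; nearly all actives have a fitted effect of over 50% in size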
#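 CHO-M1, 2000 cells/well, 16–30 h culture; cpd + low Li+, 30 min 37C; lysis with d2-IP1/Eu-anti-IP1 Ab, 10 min RT; TR-FRET 665/620 ratio and 620 channel; AC50 via Hill.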
# Epigenetic derep: derepresses silenced GFP reporter in murine cells; murine LDR cells, GFP reporter derepression, 30 h; actives 0.2% (n = 280,000); Potency, µM (titrated, usually from 53.9 µM), for the others: at the highest dose GFP activation, usual class: activators; note: % of control where 0% means no effect; nearly all actives have a fitted effect of over 60% in size
#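 In this reporter-derepression format, murine cells bearing a silenced integrated CMV-GFP locus incubate with test compound (30 h, 37 C), then are washed and imaged; fluorescent objects of 20–120 um count as induced cells.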
# KDM4E inh: inhibitors of human JMJD2E histone demethylase; Potency, µM (top dose mostly 57.1 µM), for inactives: top-dose activity change, negative = inhibition, actives largely listed as inhibitors; B2RXH2; JMJD2E catalytic domain, FDH-coupled NADH fluorescence (FDH is formaldehyde dehydrogenase); actives 1.6% (n = 230,000); active = well fitted inhibition curve with a large enough effect, not every such curve was filed as active; inconclusive = small, poorly fitted or top-dose-only effect, or another doubt; inactive = no such curve, though single readings can be large or run the other way;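 note: 0% = wells with enzyme and -100% = buffer wells without enzyme; nearly all actives have a fitted effect of over 50% in size; many of its hits are not listed in these tables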
# Target sequence (B2RXH2 1-337 limits assumed): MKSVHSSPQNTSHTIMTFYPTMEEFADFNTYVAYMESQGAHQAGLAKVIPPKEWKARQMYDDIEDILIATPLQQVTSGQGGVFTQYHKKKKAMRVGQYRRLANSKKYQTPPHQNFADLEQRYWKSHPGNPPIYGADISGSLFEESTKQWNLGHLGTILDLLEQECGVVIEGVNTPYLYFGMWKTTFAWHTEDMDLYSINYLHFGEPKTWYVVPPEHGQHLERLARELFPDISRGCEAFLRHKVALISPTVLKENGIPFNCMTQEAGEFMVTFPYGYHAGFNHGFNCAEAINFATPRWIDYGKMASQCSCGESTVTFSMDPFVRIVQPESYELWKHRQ
# RGS12 GoLoco inh: inhibitors of human Gai1-RGS12 GoLoco interaction (red fluorophore); AID 880; actives 0.44% (n = 230,000); P63096; Gai1:RGS12 GoLoco peptide FP, rhodamine, 10 min; Potency, µM (doses to about 61.6 µM), inactives show top-dose activity, negative = inhibition, hits mostly inhibitors; active = well fitted inhibition curve with a large enough effect, not every such curve was filed as active; inactive = no such curve, though single readings can be large or run the other way; note: % is set by controls: 0 for no effect and ±100 for the full control effect; nearly all actives have a fitted effect of over 30% in size; many of its hits are not listed in these tables
# Target sequence (P63096 whole entry, looked up): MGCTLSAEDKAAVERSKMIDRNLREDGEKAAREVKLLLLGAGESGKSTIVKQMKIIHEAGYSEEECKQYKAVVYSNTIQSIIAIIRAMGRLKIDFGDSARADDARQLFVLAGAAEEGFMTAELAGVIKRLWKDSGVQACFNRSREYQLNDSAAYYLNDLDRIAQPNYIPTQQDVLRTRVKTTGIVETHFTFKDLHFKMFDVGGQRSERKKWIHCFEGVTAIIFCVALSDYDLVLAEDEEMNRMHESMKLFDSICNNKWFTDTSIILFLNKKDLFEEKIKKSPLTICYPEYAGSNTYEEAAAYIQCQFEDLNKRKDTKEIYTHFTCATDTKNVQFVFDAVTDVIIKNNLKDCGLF
# RECQ1 helicase: inhibitors of human RECQ1 DNA helicase. P46063. RECQ1 DNA unwinding, red fluorescence kinetic read. Potency, µM (highest dose often 57.3 µM), inactives show top-dose activity, negative = inhibition, usual class: inhibitors. actives 0.54% (n = 240,000). AID 2549;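 note: plate controls were vehicle for no effect and no enzyme for full effect; nearly all actives have a fitted effect of over 30% in size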
#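 50 nM RECQ1T1 preincubated 15 min with compound in Tris pH 8.0 buffer with MgCl2, DTT, Tween-20 and 2.5 ug/ml poly(dI-dC); started with 200 nM TAMRA/BHQ-2 forked duplex and 2 mM ATP. Unwinding read as fluorescence (525/598 nm), two reads 2 h apart.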
# NPSR antag: blocks cAMP signaling of the human neuropeptide S receptor | Potency, µM (titrated, usually from 38.3 µM), for the others: at the highest dose activity change, negative = inhibition, most hits filed as inhibitors | Q6W5P4 | AID 1461 | CHO-NPSR cells, cAMP TR-FRET, antagonist mode | actives 1% (n = 220,000); note: % is set by controls: 0 for no effect and ±100 for the full control effect; nearly all actives have a fitted effect of over 50% in size; many of its hits are not listed in these tables
# Target sequence (Q6W5P4 whole entry, looked up): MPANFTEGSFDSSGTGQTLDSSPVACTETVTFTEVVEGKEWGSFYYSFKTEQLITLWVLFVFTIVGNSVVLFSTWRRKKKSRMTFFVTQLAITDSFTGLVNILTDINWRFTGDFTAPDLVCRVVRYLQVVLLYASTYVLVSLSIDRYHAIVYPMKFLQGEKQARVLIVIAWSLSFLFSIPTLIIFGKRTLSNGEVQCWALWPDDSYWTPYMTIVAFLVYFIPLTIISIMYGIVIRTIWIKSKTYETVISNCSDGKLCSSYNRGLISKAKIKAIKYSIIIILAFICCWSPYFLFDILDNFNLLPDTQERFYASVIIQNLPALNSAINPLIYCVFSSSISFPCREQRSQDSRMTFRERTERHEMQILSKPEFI
# Starred values were filed as active, the others as inactive; i = inactive; ? = inconclusive; . = not tested or not shown; [ ] = dose if it differs, or a comment. Unless noted, calls come from the whole dose curve; as a rule, active = well fitted curve in the direction sought with a large enough effect; inconclusive = small, poorly fitted or top-dose-only effect, or another doubt; inactive = no such curve, though single readings can be large; an effect the other way counts as inactive or inconclusive. Potency is the fitted concentration of half-maximal effect. This is a subset; count on the stated rates, not on these rows.
# The line under a structure holds: SMN2 splice enh	Luc counter	IMPase Li cell	Epigenetic derep	KDM4E inh	RGS12 GoLoco inh	RECQ1 helicase	NPSR antag
CCOC(=O)N1CCN(C(=O)CC(C(=O)N2CCc3ccccc32)n2ccnc2)CC1 (stereo unspecified)
    -18%	-8%	-5%[38.3 µM]	0.2%	7%	-2%	-6%	-1%[46.1 µM]
O=c1c2ccccc2nc(/C=C/c2ccc(O)cc2)n1CCc1ccccc1
    -29%	-2%	20%	7.7%	?	1%	1%	-18%
COc1ccc(NC(=O)Cn2nnc(C(=O)NCc3ccccc3OC)c2N)cc1Cl
    ?	1%	30%[38.3 µM]	0.0%	4%	12%	-18%	2%[46.1 µM]
COc1ccc(NC(=O)CC2C(=O)N(c3ccc(OC)cc3)C(=O)N2CCN2CCN(C)CC2)cc1 (stereo unspecified)
    2%	2%	17%[38.3 µM]	-0.8%	0%	-1%	-2%	4%[46.1 µM]
Cc1ccc(N2C(=O)C3CCC(c4ccccc4)CC3C2=O)cc1 (stereo unspecified)
    -12%	-6%	5%	-1.0%	4%	8%	-7%	-7%
NS(=O)(=O)c1ccc(NC(=O)COc2ccc(C(=O)c3ccc(F)cc3)cc2)cc1
    .	.	.	-1.1%	3%	-2%	-12%	3%
CC(C)CN1CCC2(CC1)CCN(C(=O)c1cccn1C)CC2
    -2%	2%	27%	.	.	19%	-4%	.
Cn1ccnc1SCC(=O)Nc1cccc(O)c1
    -5%	-2%	18%[38.3 µM]	3.5%	-1%	1%	-14%	-7%[46.1 µM]
O=C(NCCCNc1ccc(C(F)(F)F)cc1[N+](=O)[O-])c1ccc(F)cc1
    -23%	2%	7%	18µM*	6%	-1%	-5%	-13%
O=c1/c(=C/c2ccc(O)cc2)sc2nc3cc(Br)cnc3n12
    6%	-1%	-2%	?	-3%	-1%	8%	-4%
CC(C)(C)c1ccc(NC(=O)COC(=O)C2(C)CC2(Cl)Cl)cc1 (stereo unspecified)
    .	-1%	-8%	0.0%	2%	-2%	-10%	-15%
COc1ccc(/C=N/NC(=O)CN(C2=NS(=O)(=O)c3ccccc32)c2ccccc2)cc1OC
    12%	1%	-5%	-1.9%	5%	7%	10%	19%
CC(Sc1nnc(-c2ccc(Cl)cc2Cl)n1Cc1ccccc1)C(=O)Nc1nccs1 (stereo unspecified)
    -17%	-2%	11%[38.3 µM]	0.0%	-1%	3%	-8%	?
CCOC(=O)Cn1nnnc1CN(Cc1cccs1)Cc1cc2cc(C)ccc2[nH]c1=O
    0%	-1%	8%[38.3 µM]	6.2%	-17%	3%	12%	-30%[46.1 µM]
COC(=O)Cc1cc(=O)n(-c2nc3ccccc3s2)[nH]1
    3%	1%	14%[38.3 µM]	0.6%	?	8%	?	-3%[46.1 µM]
COc1ccc(OC)c(N(CC(=O)NCc2ccncc2)S(C)(=O)=O)c1
    -11%	-2%	-11%[38.3 µM]	-0.7%	2%	6%	-2%	-1%[46.1 µM]
O=C(NC1CCSC1=O)c1ccc(Oc2ccc(F)cc2)nc1 (stereo unspecified)
    -31%[inhibitor]	-1%	3%[38.3 µM]	1.4%	9%	-8%	-10%	2%[46.1 µM]
O=C(Nc1cccnc1)c1cccnc1
    -4%	0%	-5%	-1.0%	-2%	3%	4%	8%
COCCNC(=O)CSc1cc(-c2ccccc2)c2ccc(OC)cc2n1
    6%	3%	-8%	-3.4%	?	4%	-6%	-50%
CC1(C)c2ccccc2N2CCC(=O)NC21/C=C/c1ccco1 (stereo unspecified)
    1%	11%	3%[38.3 µM]	2.2%	?	15%	?	-5%[46.1 µM]
CCNc1nc(NCC)n2c(SC(C(=O)Nc3cc(C)ccc3C)c3ccccc3)nnc2n1 (stereo unspecified)
    8%	1%	-3%	-1.9%	5%	7%	-4%	-27%
Cc1cc2nc(SCCOC(=O)Nc3cccc(Cl)c3)nc(C)c2cc1C
    -44%[inhibitor]	-1%	7%	0.0%	-20%	11%	-10%	-19%
O=C(C[n+]1cc(-c2ccccc2)n2c1CCC2)Nc1nc(-c2ccccc2)cs1
    18%	1%	9%	0.0%	4%	14%	-2%	0%
c1cn(C23CC4CC(CC(C4)C2)C3)cn1
    6%	2%	27%[38.3 µM]	3.2%	3%	4%	0%	19%[46.1 µM]
O=C(/C=N/O)Nc1ccc(F)cc1
    .	.	.	-6.8%	1%	.	-12%	7%[46.1 µM]
CCOc1ccc(C(=O)Nc2cc(C)c3c(=O)oc4ccccc4c3n2)cc1
    5%	2%	13µM*	4.0%	?	50%[activator]	-2%	?
COc1ccc(C(=O)Nc2ccc(C(F)(F)F)n(C)c2=O)cc1
    14µM*	5%	-9%	2.0%	7%	0%	-5%	6%
CC1NC(C)(C)Cc2c1ccc1ccccc21 (stereo unspecified)
    -8%	4%	2%	-2.7%	4%	12%	-3%	-2%
COc1ccc(C(=O)N=c2sc3c(C)ccc(OC)c3n2C)cc1
    4µM*	13µM*	23%[38.3 µM]	-0.8%	?	-3%	-3%	29%[46.1 µM]
CC(Sc1nncn1C)C(=O)Nc1cc(C(F)(F)F)ccc1N1CCOCC1 (stereo unspecified)
    5%	10%	-3%	2.6%	7%	2%	-3%	7%
Cc1ccc(S(=O)(=O)NC2c3cccc4cccc(c34)C2Sc2n[nH]c(N)n2)cc1 (stereo unspecified)
    -14%	2%	6%	-1.0%	-1%	-4%	-9%	-34%
COc1ccc(CCN2C(=O)CC(N3CCN(c4ccccn4)CC3)C2=O)cc1OC (stereo unspecified)
    .	4%	35%[38.3 µM]	-0.9%	3%	-8%	2%	7%[46.1 µM]
O=C(OCc1ccc2c(c1)OCO2)c1cccc(S(=O)(=O)N2CCCCC2)c1
    7%	-4%	43%[activator][38.3 µM]	1.0%	-4%	3%	-3%	-17%[46.1 µM]
CCOC(=O)N1CCC(NC(=O)C(CC(C)C)NC(=O)C2CCCCC2)CC1 (stereo unspecified)
    ?	0%	7%[38.3 µM]	1.1%	11%	1%	-2%	-4%[46.1 µM]
CCN(CC)C(=O)C(=O)c1cc(C)n(-c2ccc(F)cc2)c1C
    -4%	-3%	-2%	0.8%	3%	-4%	i	0%
CC1CCCN(C(=O)C2CCN(S(=O)(=O)c3cccc4cccnc34)CC2)C1 (stereo unspecified)
    -51%[inhibitor]	0%	30%[activator][38.3 µM]	0.9%	14%	2%	-5%	2%[46.1 µM]
CCOC(=O)/C(C#N)=C1/C=Cc2ccccc2N1CC
    -6%	-5%	-12%[38.3 µM]	1.2%	1%	9%	i	-18%[46.1 µM]
NC(=O)C1CCN(c2ccc(S(=O)(=O)N3CCCCC3)cn2)CC1
    -3%	1%	6%	0.9%	0%	-5%	i	7%
O=C(Cc1ccccc1)NS(=O)(=O)c1ccc(N=NN2CCOCC2)cc1
    1%	2%	2%	2.2%	3%	-33%	i	2%
NC(=O)CN1CCOCCOCCN(CC(N)=O)CCOCCOCC1
    -3%	1%	3%	-1.0%	12%	-3%	-3%	5%
O=C(Nc1ccccn1)c1ccc2c(c1)S(=O)(=O)c1ccccc1C2=O
    26%	-8%	3%	2.1%	1%	-2%	-9%	8%
CCC1Oc2ccc(C)cc2N(CC(=O)NCc2ccco2)C1=O (stereo unspecified)
    .	-4%	22%	1.1%	12%	2%	-7%	-1%
COCCN(Cc1cc2cc3c(cc2[nH]c1=O)OCO3)C(=O)c1cccs1
    -9%	-1%	14%[38.3 µM]	4.6%	?	-10%	-5%	-1%[46.1 µM]
Cc1cc(N2C(=O)CC(N3CCN(C(c4ccccc4)c4ccccc4)CC3)C2=O)no1 (stereo unspecified)
    -13%	-2%	2%[38.3 µM]	-1.1%	0%	7%	i	-21%[46.1 µM]
Cc1ccc(NC(=O)Nc2ccc(C(=O)N3CCOCC3)cc2)cc1
    3%	-4%	12%[38.3 µM]	-2.7%	1%	2%	-1%	-2%[46.1 µM]
O=C(N/N=C/c1cccc2ccccc12)c1n[nH]c2c1CCCC2
    10%	-1%	-3%	-1.4%	?	7%	i	-9%
Cc1cccc(Oc2nc(CN3CCOCC3)nc3sc4c(c23)CCCC4)c1
    -12%	-4%	9%	-1.3%	-3%	3%	-33%	-47%
Cc1[nH]n(-c2ccccc2)c(=O)c1-c1cccc(Cl)c1
    -10%	-2%	9%[38.3 µM]	-1.5%	-6%	9%	-2%	0%[46.1 µM]
CCC(c1nnnn1CS(=O)(=O)c1ccc(C)cc1)N1CCN(c2nc3ccccc3s2)CC1 (stereo unspecified)
    -47%[inhibitor]	0%	1%[38.3 µM]	8.9%	-17%	1%	?	-17%[7.67 µM]
CCCNC(=O)c1cc(S(=O)(=O)N2CCc3ccccc32)ccc1F
    -25%	-6%	7%	0.0%	-2%	-2%	-7%	-15%[46.1 µM]

# Later entries:
# The line under a structure holds: SMN2 splice enh	Luc counter	IMPase Li cell	Epigenetic derep	KDM4E inh	RGS12 GoLoco inh	RECQ1 helicase	NPSR antag
CCOc1ccc(N(CC(=O)Nc2ccc3c(c2)OCCO3)S(=O)(=O)c2c(C)noc2C)cc1
    -9%	-3%	-9%[38.3 µM]	0.0%	4%	6%	-18%	-14%[46.1 µM]
O=C(COc1ccc([N+](=O)[O-])cc1)Nc1ccncc1
    2%	-6%	12%	-0.6%	-13%	6%	5%	7%
C=CCNC(=O)COc1ccccc1C#N
    30%	-4%	-5%	-1.8%	-6%	4%	-18%	7%
Cc1ccc(/C=N/n2c(C)nnc2C)s1
    7%	7%	0%[38.3 µM]	4.3%	1%	-11%	i	-13%[46.1 µM]
O=C(c1cc(-c2ccc(Cl)c(Cl)c2)on1)N1CCCC1
    11µM*	-1%	63%[activator][38.3 µM]	-0.8%	2%	5%	-2%	5%[46.1 µM]
O=C(NC1CC2CCCC(C1)N2S(=O)(=O)c1ccccc1)c1ccco1 (stereo unspecified)
    -14%	-1%	2%[38.3 µM]	-0.7%	2%	-1%	-2%	4%[46.1 µM]
CCOc1ccc(CC(=O)NNC(=S)NC2CCCCC2)cc1OCC
    8%	2%	8%	-1.0%	6%	6%	-1%	1%[46.1 µM]
